CR mimetic SO = caloric restriction mimetics inhibiting age-related superoxide in yeast | hit rate 0.18% among 330,000 | superoxide response (% of plate mean), % at 10 µM | S. cerevisiae aged cells, superoxide DHE fluorescence; hits give low values | AID 2690;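 active = superoxide response under a set limit, about three screen SD below normal, cut at about 65% in these data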;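 also: yeast aged for seven days with compound at 30 °C before DHE staining; 100% = average MFI of all compound-treated wells on the plate with controls excluded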
VLA-4 inh = inhibition in a human VLA-4 binding assay; hit rate 0.2% among 330,000; inhibition, % (about 7 µM as worked out from the volumes in the protocol); VLA-4 expressing cells, ligand binding flow cytometry; P13612; AID 2557; in the data active = inhibition above about 50%
Target sequence (P13612 whole entry, looked up): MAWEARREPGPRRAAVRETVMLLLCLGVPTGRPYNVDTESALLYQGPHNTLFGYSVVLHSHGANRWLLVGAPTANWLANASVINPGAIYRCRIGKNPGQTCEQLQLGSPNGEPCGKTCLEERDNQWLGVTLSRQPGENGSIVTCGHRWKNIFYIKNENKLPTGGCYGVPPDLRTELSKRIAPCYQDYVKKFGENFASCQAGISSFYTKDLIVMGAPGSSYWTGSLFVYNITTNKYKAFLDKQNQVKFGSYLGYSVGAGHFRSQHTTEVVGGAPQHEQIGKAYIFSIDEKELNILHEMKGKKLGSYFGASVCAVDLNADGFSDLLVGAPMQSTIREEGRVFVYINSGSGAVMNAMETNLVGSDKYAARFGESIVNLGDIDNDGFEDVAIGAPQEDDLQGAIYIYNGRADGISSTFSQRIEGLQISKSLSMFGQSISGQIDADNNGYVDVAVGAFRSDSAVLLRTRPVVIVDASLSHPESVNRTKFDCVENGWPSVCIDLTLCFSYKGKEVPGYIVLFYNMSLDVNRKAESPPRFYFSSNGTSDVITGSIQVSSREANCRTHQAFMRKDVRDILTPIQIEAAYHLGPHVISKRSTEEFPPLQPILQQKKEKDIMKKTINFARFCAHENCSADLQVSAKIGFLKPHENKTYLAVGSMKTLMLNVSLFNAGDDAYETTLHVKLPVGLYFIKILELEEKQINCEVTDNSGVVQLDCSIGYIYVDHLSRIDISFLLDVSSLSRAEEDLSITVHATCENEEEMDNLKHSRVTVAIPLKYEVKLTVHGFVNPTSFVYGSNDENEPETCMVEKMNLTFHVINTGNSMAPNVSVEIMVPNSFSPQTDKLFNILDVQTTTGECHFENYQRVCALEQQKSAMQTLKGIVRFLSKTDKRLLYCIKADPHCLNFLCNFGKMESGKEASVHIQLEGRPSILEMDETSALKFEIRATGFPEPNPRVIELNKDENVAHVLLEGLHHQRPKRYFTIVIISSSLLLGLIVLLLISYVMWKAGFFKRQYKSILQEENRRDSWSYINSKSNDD
RPL19A TOR yeast = alters RPL19A-GFP fluorescence in TOR pathway yeast screen. percent response vs DMSO, % at 10 µM. S. cerevisiae RPL19A-GFP strain, flow cytometry, 3 h; hits give low values. hit rate 0.3% among 330,000. AID 2025;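 active = percent response vs DMSO below 50%; inconclusive = fewer than 70 events counted for the yeast strain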;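 also: median channel GFP fluorescence of the barcoded RPL19A-GFP strain; ratio of sample median GFP to plate DMSO average so 100% = DMSO; lower means less RPL19A-GFP as with rapamycin TOR inhibition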
LAP4-GFP MLPCN = modulators of TOR pathway LAP4-GFP in S. cerevisiae; hit rate 0.34% among 320,000; GFP response vs DMSO, % at 10 µM; S. cerevisiae LAP4-GFP multiplex, flow cytometry GFP, 3 h; median GFP as percent of DMSO wells; AID 2023;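 active = GFP response vs DMSO above a set limit, about the screen mean plus 3 SD, cut at about 150% in these data; inconclusive = under 70 cell events counted for the yeast strain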
AGP1 TOR yeast = modulators of TOR pathway AGP1-GFP in S. cerevisiae; S. cerevisiae AGP1-GFP multiplex flow cytometry, 3 h; GFP as percent of DMSO wells; GFP response vs DMSO, % at 10 µM; hit rate 0.02% among 320,000; AID 2066;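 active = GFP response relative to DMSO above a set limit, near screen average plus 3 SD, cut at about 150% in these data; inconclusive = fewer than 70 cells counted for the yeast strain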;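 also: median GFP channel fluorescence of the gated AGP1 strain per well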
MEP2-GFP yeast = yeast TOR pathway MEP2-GFP modulation; S. cerevisiae MEP2-GFP strain, flow cytometry GFP, 3 h; 100% = DMSO control level; GFP response vs DMSO, % at 10 µM; hit rate 0.51% among 330,000; AID 2016;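 active = GFP response versus DMSO above a set limit, roughly screen mean plus 3 SD, cut at about 180% in these data; inconclusive = fewer than 70 cells counted for a yeast strain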;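 also: median GFP fluorescence of the barcode-gated MEP2-GFP cells per well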
GRK2 inh = inhibitors of human GRK2 displacing RNA aptamer. bead flow cytometry, FAM-aptamer displacement from GRK2. AID 488847. hit rate 0.59% among 330,000. P25098. inhibition of aptamer binding, % at 10 µM;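 active = inhibition of aptamer binding above 40%, roughly 3 SD of noise, on plates passing a quality check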;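 also: median bead fluorescence of bound FAM aptamer so fluorescent compounds give negative values; no value below 0 was filed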
CIT2-GFP yeast = yeast TOR pathway CIT2-GFP modulation | GFP response vs DMSO, % at 10 µM | hit rate 0.065% among 320,000 | S. cerevisiae CIT2-GFP strain, flow cytometry, 3 h; 100 means same as DMSO wells;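 active = GFP response relative to DMSO above a set limit, near the screen mean plus 3 SD, cut at about 150% in these data; inconclusive = Fewer than 70 cells measured for a yeast strain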;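 also: ratio of well median GFP fluorescence to mean of DMSO wells on the plate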
The depositor's hits bear a star; ? = inconclusive; . = not tested or not shown; [ ] = dose if it differs, or a comment.

Value order: CR mimetic SO	VLA-4 inh	RPL19A TOR yeast	LAP4-GFP MLPCN	AGP1 TOR yeast	MEP2-GFP yeast	GRK2 inh	CIT2-GFP yeast
1) NC(=O)C1(N2CCCCC2)CCN(C(=O)CSc2nc3ccccc3o2)CC1
  108	10	109	117	118	109	0	106
2) Cc1occc1-c1nnc(SCC(=O)NC(C)(C)C)n1CC(C)C
  99	20	94	97	98	97	6	108
3) C[C@@H]1C(=O)O[C@H](C)[C@H]1C[C@@H](O)[C@](C)(O)C1CC[C@@]2(O)C3=CC(=O)[C@@H]4C[C@@H](O)[C@@H](O)C[C@]4(C)C3CC[C@]12C (stereo partly drawn)
  101	3	97	112	101	108	0	99
4) CC(=O)N=c1c(C#N)cc2c(=O)n3cccc(C)c3nc2n1Cc1ccco1
  112	0	55[may fluoresce violet]	97[may fluoresce violet]	15[may fluoresce violet]	198*[may fluoresce violet]	10	?
5) Cc1nn(Cc2ccc(F)cc2)c(C)c1NC(=O)c1cnn2cccnc12
  113	7	95	101	94	97	1	99
6) CCOc1ccc(NC(=O)c2cc3c(C)nc4ccccc4c3o2)cc1
  104	0	97	101	90	95	0	86
7) N#C/C(=C\C=C\c1ccccc1)C(=O)NCc1ccco1
  109	1	103	110	108	107	2	105
8) Cc1csc2c(=O)sc(NC(=O)c3ccc(F)cc3)nc12
  70	-3	99	.	.	117	0	.
9) Cc1nc2ccc(C(C(F)(F)F)(C(F)(F)F)C(F)(F)F)cc2[nH]1
  88	5	102	96	96	100	0	96
10) Cc1ccc(NC(=O)CSc2ccc(S(=O)(=O)N3CCCC3)cn2)cc1F
  86	12	90	85	90	89	1	84
11) O=C1Nc2ccccc2SC(c2ccccc2)C1O (stereo not drawn)
  110	21	100	98	93	106	3	100
12) O=C(c1ccc(F)cc1)N1CCN(c2cc(=O)[nH]nc2-c2ccccc2)CC1
  115	-3	107	112	106	110	1	104
13) CCC1=Nc2cc(C(=O)NCCCN3CCOCC3)ccc2Sc2ccccc21
  91	-10	104	92	103	111	5	107
14) O=C(C1=C[C@H](c2ccc(Br)cc2)C[C@H](OCc2ccc(CO)cc2)O1)N1CCN(Cc2ccc3c(c2)OCO3)CC1
  96	1	108	112	99	94	0	114
15) O=C(COc1ccc(S(=O)(=O)N2CCOCC2)cc1)N1CCCCCC1
  95	-1	97	115	103	101	0	96
16) CCn1c(Cc2ccccc2)nnc1SCc1cccc(C(=O)O)c1
  98	.	103	99	107	102	0	100
17) COCCn1c(SCC(=O)N2CC(=O)Nc3ccccc32)nnc1-c1ccoc1C
  99	-27	102	100	102	100	0	101
18) O=C(Nc1nc2ccccc2s1)C1c2ccccc2Oc2ccccc21
  108	7	98	113	100	103	1	93
19) Cc1cc(/C=C2/NC(=O)N(Cc3ccccc3F)C2=O)c(C)n1-c1ccccn1
  112	-7	102	102	104	101	1	96
20) COC(=O)c1ccccc1NC(=O)/C=C/c1ccco1
  106	-1	106	103	100	108	2	103
21) CCN(CC)S(=O)(=O)c1csc(C(=O)NC2CCCCC2)c1
  107	28	98	95	99	97	0	95
22) CC1Cc2ccccc2N1CC(=O)NCc1ccccc1Cl (stereo not drawn)
  98	5	103	100	97	102	4	94
23) CCCn1cnc2sc(C(N)=O)c(C)c2c1=O
  96	9	103	95	95	103	0	102
24) Cc1ccc(CNC(=O)Nc2ccc(Cl)cc2)cc1
  103	-30	103	88	94	100	0	101
25) COCCn1nnnc1C(c1ccccc1OC)N1CCc2ccccc2C1 (stereo not drawn)
  101	-4	115	74	82	94	4	78
26) COC(=O)Cn1cc(/C=N/NC(=O)COc2cccc3cccnc23)c2ccccc21
  94	-3	108	102	105	106	0	108
27) FC(F)(F)c1ccc2c(c1)n(Cc1ccccc1)c1[n+]2CCCCC1
  109	-1	102	95	102	101	0	94
28) CC(C)NC(=S)N(C)C1(c2ccccc2Cl)CCCCC1=O (stereo not drawn)
  98	0	103	106	103	92	5	98
29) Cc1ccc2c(c1)N(CC(=O)N1CCCc3ccccc31)C(=O)C(C)O2 (stereo not drawn)
  93	3	104	104	112	103	1	100
30) C=CCn1cc(C(=O)NCCOC)c(=O)c2cc(S(=O)(=O)N3CCCCCC3)ccc21
  110	-10	97	90	100	98	1	107

One compound at a time, from the list above. Order of screens: CR mimetic SO | VLA-4 inh | RPL19A TOR yeast | LAP4-GFP MLPCN | AGP1 TOR yeast | MEP2-GFP yeast | GRK2 inh | CIT2-GFP yeast
Cc1ccc(NC(=O)CSc2ccc(S(=O)(=O)N3CCCC3)cn2)cc1F is listed as 86 | 12 | 90 | 85 | 90 | 89 | 1 | 84
CCOc1ccc(NC(=O)c2cc3c(C)nc4ccccc4c3o2)cc1 is listed as 104 | 0 | 97 | 101 | 90 | 95 | 0 | 86

Further results
Value order: CR mimetic SO	VLA-4 inh	RPL19A TOR yeast	LAP4-GFP MLPCN	AGP1 TOR yeast	MEP2-GFP yeast	GRK2 inh	CIT2-GFP yeast
31) COCCN1C(=O)CS/C1=C(/C#N)C(=O)NCc1ccco1
  93	3	105	97	94	99	3	97
32) COc1cccc(/C=N/n2c(C3CCCCC3)n[nH]c2=S)c1
  95	-2	93	111	102	98	0	104
33) Cc1ccc(-c2nnc(NCc3nc4ccccc4[nH]3)c3ccccc23)cc1S(=O)(=O)N(C)C
  98	-1	103	90	96	105	0	96
34) COc1cccc(/C=C/C(=O)OCC(=O)N2CCCc3ccccc32)c1
  102	4	96	94	96	97	0	98
35) CCOC(=O)c1c(C)[nH]c(C(=O)OCC(=O)Nc2ccc(OCC)cc2)c1C
  105	15	102	102	103	104	0	103
36) COc1ccc(N(CC(=O)N2CCN(Cc3ccc4c(c3)OCO4)CC2)S(=O)(=O)c2ccc(F)cc2)cc1
  114	17	95	105	108	97	0	98
37) Cc1cc(=O)oc2cc(NC(=O)c3cccc(S(=O)(=O)N(C)C)c3)ccc12
  87	-3	104	92	101	109	3	103
38) CCC(c1nnc(SCC(=O)N(C)c2ccccc2)n1Cc1ccccc1)N(C)C (stereo not drawn)
  97	-13	112	124	107	126	0	105
39) COc1cccc(OCc2cc(C(=O)N(Cc3ccccc3)CC3CC3)no2)c1
  136	22	102	89	101	96	6	101
40) O=C(CCc1ccccc1)Nc1ccnn1C1CCN(Cc2ccc(OCCO)cc2)CC1
  106	-4	100	93	101	99	0	106
41) OCCN1CCN(CCCc2c3c(cc4c2CCC4)CCC3)CC1
  96	22	97	86	95	95	0	95
42) O=C(CN(Cc1ccco1)C(=O)c1ccccc1F)Nc1ccccc1C(F)(F)F
  104	-15	90	91	90	104	0	90
43) Cc1ccc(C(=O)OCC(=O)NCCC2=CCCCC2)cc1N
  108	-5	102	99	90	99	1	93
44) CCOC(=O)CCCCCC(=O)Nc1ccc2c(c1)CC(=O)N([C@@H](C)CO)C[C@H](C)[C@@H](CN(C)Cc1ccccc1)O2
  69	-4	98	89	86	94	4	86
45) NNC(=S)NCc1cccnc1
  101	7	103	90	96	98	0	99
46) CCCC(C)NS(=O)(=O)c1ccccc1 (stereo not drawn)
  93	9	97	93	97	115	0	.
47) CC(C)COP(=O)(OCC(C)C)C(O)c1ccc2c(c1)OCO2 (stereo not drawn)
  88	18	94	106	98	95	2	92
48) Cc1ccc(S(=O)(=O)N2CCCC2CNC(=O)c2ccccc2)cc1 (stereo not drawn)
  74	4	96	109	106	100	0	106
49) CC(C)NS(=O)(=O)c1ccc(NC(=O)C(C)OC(=O)CCC2CCCC2)cc1 (stereo not drawn)
  80	2	88	86	88	95	0	88
50) CCOC(CCNC(=O)c1cc2c(=O)[nH]c3ccccc3c2s1)OCC
  77	0	99	103	108	103	1	109
51) O=C(NC(Cc1c[nH]c2ccccc12)C(=O)NCCCN1CCOCC1)c1cccs1 (stereo not drawn)
  87	34	97	93	96	107	2	94
52) CN(C)C(=O)c1c2c(nc3ccccc13)CCCC2
  98	0	111	94	102	100	1	96
53) CC(=O)C1=C(c2ccccc2)NC(=O)NC1c1ccc(O)c(Cl)c1 (stereo not drawn)
  110	-2	106	100	106	104	1	103
54) COc1cc(CC(=O)Nc2ncc(C)s2)cc(OC)c1OC
  108	11	97	91	102	96	0	95
55) Cc1cc(=O)n2[nH]c(-c3cccc(Cl)c3)cc2n1
  99	1	103	102	93	98	0	93
56) CCOc1ccccc1NC(=O)Nc1cnccn1
  97	9	106	108	109	124	9	128
57) N#Cc1c(CSCC(=O)O)cc(=O)n2c1[nH]c1ccccc12
  89	3	96	95	97	98	0	103
58) O=C(NNC(=O)c1sc2cccc(Cl)c2c1Cl)NC1CCCCC1
  112	-2	103	107	104	103	1	103
59) CCn1c2c(c3ccc(OC)cc31)CCCC2=O
  83	0	89	102	97	101	2	95
60) CCCOc1ccc(C2C(C(=O)c3ccco3)=C(O)C(=O)N2CCCn2ccnc2)cc1 (stereo not drawn)
  87	19	99	109	99	97	2	97
61) O=C(O)c1ccc2c(c1)S(=O)(=O)N=C1CCCCCN12
  112	-3	89	96	93	96	0	.
62) CCCOc1ccc(C(CC(=O)O)NC(=O)c2ccc3c(c2)OCO3)cc1 (stereo not drawn)
  97	-1	97	100	94	93	2	92
63) COc1ccccc1-n1c(C)nnc1SCC(=O)Nc1cccc(C(C)=O)c1
  100	5	102	98	106	99	1	83
64) CC(=O)c1ccc2c3c(cccc13)CC2
  96	-1	94	.	96	88	3	96
65) CCCC(O)(CCN1CCOCC1)c1ccc(Cl)cc1 (stereo not drawn)
  87	8	97	108	107	95	0	99
66) COc1ccc(C2C(C(C)=O)=C(C)Nc3ncnn32)c(OC)c1OC (stereo not drawn)
  97	-11	104	101	103	104	4	103

Records above printed as active in MEP2-GFP yeast.
cpd	mol	VLA-4 inh	RPL19A TOR yeast	LAP4-GFP MLPCN	AGP1 TOR yeast	MEP2-GFP yeast	GRK2 inh	CIT2-GFP yeast
4	CC(=O)N=c1c(C#N)cc2c(=O)n3cccc(C)c3nc2n1Cc1ccco1	0	55[may fluoresce violet]	97[may fluoresce violet]	15[may fluoresce violet]	198*[may fluoresce violet]	10	?

Compound activity (PubChem BioAssay)

Random draw from the library; overall some 1.7% were active at least once.
